High-throughput results: PubChem, several laboratories
CSM14.1 death rescue: rescue of cells from ER stress-induced death, primary screen, 384-well, CSM14.1, thapsigargin, ATP luminescence (AID 1222); CSM14.1 thapsigargin-induced death rescue, ATP luminescence; higher % means a stronger effect; one-dose cellular ATP content (survival), % at 20 µM; EC50 in µM for titrated hits; 190,000 tested, under 10 active;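 active = EC50 below 50 µM in the dose-response confirmation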;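 also: death triggered by thapsigargin at about 15 µM added after 2 h compound pretreatment; cell ATP read after overnight thapsigargin exposure of roughly 18 to 22 hours; normalized against plate controls of thapsigargin alone and 5% DMSO vehicle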
Myeloid diff 2: compounds promoting myeloid differentiation | ER-HoxA9 myeloid progenitors, lysozyme-GFP differentiation, flow cytometry | calls only at 10 µM | actives 1% (n = 360,000) | AID 624256;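 active = normalized GFP-positive differentiation at or above the plate's own cutoff, the solvent-only control mean plus 3 SD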;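 also: cells exposed to compound for four days before flow analysis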
WT yeast gro inh: growth inhibition of WT yeast, mitochondrial fusion screen; mitochondrial fusion phenotypic screen, WT strain; inhibition, % at 10 µM; actives 2.1% (n = 190,000); AID 1362; in the data active = inhibition above about 58%; tested in S. cerevisiae
K1F lysis inhibition: protection from phage-mediated lysis, alamar blue read-out – E. coli UTI89, K1F phage, bacterial capsule biogenesis inhibitors (AID 488966) | E. coli UTI89 K1F phage lysis, alamar blue, 2 h; higher % means a stronger effect | one-dose inhibition, % at 100 µM; IC50 in µM for titrated hits | actives 0.02% (n = 340,000);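 active = phage lysis inhibition, versus mean bacterial control, above a set limit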;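 also: capsule biogenesis inhibitors block K1F phage lysis so surviving cells raise fluorescence; higher fluorescence means more inhibition of phage lysis; actives were called in the ten point dose series up to 300 µM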
PMI inhibitors: inhibitors of human PMI, primary screen, biochemical, fluorescence intensity, coupled assay (AID 1209). purified PMI enzyme, coupled fluorescence intensity; higher % means a stronger effect. actives 0.42% (n = 190,000). one-dose inhibition, % at 20 µM; IC50 in µM for titrated hits;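 also: plate controls were DMSO vehicle for no effect and wells lacking substrate for full effect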
Lipid droplet: modulators of hepatic lipid droplet formation; AID 1656; actives 0.4% (n = 240,000); inhibition, % at 6.5 µM; AML12 mouse hepatocytes, oleate lipid droplets, BODIPY imaging;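 active = lipid droplet intensity inhibited by at least 50%, with more than 500 cells counted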
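Assay system: AML12 mouse liver cells | Compound dosing: One dose, 6.5 µM compound | Read-out basis: Droplet intensity reduction, % inhibition | Measured by: Fluorescence imaging, 20x objective, two fields per well | Schedule: Overnight treatment with compound plus oleate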
P. falciparum M1AAP: malaria alanyl aminopeptidase activity blockers – biochemical, fluorogenic H-Leu-NHMec substrate, 1536-well (AID 1445); actives 0.42% (n = 220,000); inhibition, % at 30 µM; hits with a dose series show IC50 in µM; recombinant M1AAP, H-Leu-NHMec fluorogenic kinetic assay; higher % means a stronger effect;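 active = primary inhibition above the hit cutoff, then over 50% inhibition at one or more dose response concentrations, cut at about 23% in these data, passing the limit was not always enough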;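 also: plate controls were DMSO full reaction for no effect and no enzyme background for full effect; strong numbers were not always called active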
TNAP activation fold: stimulation of alkaline phosphatase TNAP activity – biochemical, luminescent, no phosphate acceptor, uHTS, primary screen (AID 1001); actives 0.03% (n = 200,000); purified TNAP, luminescent activation assay, no phosphate acceptor; higher activation fold means a stronger effect; one-dose activation fold at 20 µM; EC50 in µM for titrated hits; in the data active = activation fold from about 3, or a potency from the dose series; inactive = the rest, 99 in 100 with activation fold below about 1.6; also: many of its hits are not listed in these tables
human PMI inhibitors: human PMI inhibitors, high substrate, primary screen, biochemical, fluorescence intensity, high mannose 6-phosphate (AID 1220); recombinant PMI enzyme, coupled fluorescence intensity; higher % means a stronger effect; actives 0.66% (n = 190,000); inhibition, % at 20 µM, or IC50 in µM where a hit was titrated
WT yeast gro inh mutant strain: recorded beside WT yeast gro inh, whose call it bears; inhibition, %; mitochondrial fusion phenotypic screen, mutant strain inhibition
Lipid droplet cells 6.5 µM: also measured in Lipid droplet; calls as there; cell count; measured here: cell count, cytotoxicity flag;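 cells counted across two imaged fields per well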
Myeloid diff 2 GFP+ MAC1+ %: also measured in Myeloid diff 2; calls as there; GFP+ MAC1+ double positive, %; measured here: differentiation confirmed by MAC1 staining
* = called active by the depositor; i = inactive; x = not tested or not shown; [ ] = another dose, or the depositor's remark. Rule as the data show it, unless noted: active = inhibition above about 50%; inactive = the rest.

SMILES	CSM14.1 death rescue	Myeloid diff 2	Myeloid diff 2 GFP+ MAC1+ %	WT yeast gro inh	WT yeast gro inh mutant strain	K1F lysis inhibition	PMI inhibitors	Lipid droplet	Lipid droplet cells 6.5 µM	P. falciparum M1AAP	TNAP activation fold	human PMI inhibitors
CSc1ncccc1C(=O)OCn1nnc2ccccc2c1=O	-0.1%	i	1.2	-24	-20	0.4%	9%	x	x	-3%	1	6%
O=C(Nc1ccc2oc(=O)ccc2c1)c1ccc(-c2cccc(Cl)c2)o1	x	i	0.2	x	x	0.1%	x	-4	604	6%	x	x
COC(=O)[C@@H]1C[C@@]2(O)[C@@H](O)[C@@H](O)[C@@H](O)C[C@H]2N1C/C=C/c1ccccc1	x	i	1.3	x	x	0.7%	x	8	702	0%	x	x
O=C(O)c1cc(Cl)c2c(c1)[C@@H]1C=CC[C@@H]1[C@H](c1ccc(S(=O)(=O)N3CCOCC3)cc1)N2	-1.4%	i	0.5	-4	-13	0.4%	-43%	8	683	16%	1.1	-67%
Cn1nnc(NC(=O)CSc2ccc(Cl)cc2)n1	-1.5%	i	0.8	2	4	1.3%	-16%	-15	745	3%	1	-12%
CCn1c2ccccc2c2cc(NC(=O)c3ccccc3[N+](=O)[O-])ccc21	-3.7%	i	0.8	7	4	1.0%[50 µM]	18%	31	696	2%	1.1	12%
Cc1nn2c(nc(N3CCOCC3)c3ccccc32)c1C=C(C#N)C#N	-1.9%	i	0.3	-5	-8	0.5%	6%	2	676	5%	1.1	4%
N/N=C(/Cc1nc2ccccc2[nH]1)c1ccc([N+](=O)[O-])cc1	-1.7%	i	0.3	90*	89*	1.1%	-11%	-36	628	1%	1.1	-4%
CCNC(=O)NC(=O)C(C)Sc1nnc(COc2ccccc2Cl)o1 (stereo unspecified)	-1.0%	x	x	-10	9	-0.4%	9%	9	771	1%	1.2	6%
CC(=O)Nc1ccc(NC(=O)C2CCN(C(=O)c3cccs3)CC2)cc1	-2.1%	i	0.4	-16	-13	0.1%	3%	3	750	-1%	1.1	-1%
COc1ccc(/C=C(/C#N)C(=O)Nc2ccccc2C)cc1C(=O)O	0.7%	i	0.6	10	-7	-0.6%	-4%	0	700	7%	1.4	-11%
O=c1c2cc(N3CCOCC3)ccc2[nH]c(=S)n1CCCN1CCCCC1	-3.3%	i	2.0	-1	-6	0.0%	11%	-7	649	12%	1	4%
Cc1ccc2c(COC(=O)CC3Sc4ccccc4NC3=O)cc(=O)oc2c1C (stereo unspecified)	-2.0%	i	0.1	10	7	5.5%	-6%	8	788	-1%	1	-9%
CCOC(=O)c1cc(C#N)c(N)nc1C	0.4%	i	7.6	1	3	-1.1%	-2%	x	x	3%	1.1	5%
CCCn1nnc2ccccc2c1=O	-1.4%	i	0.7	4	4	0.1%	4%	x	x	-8%	1.1	4%
CC(=O)Nc1ccc(S(=O)(=O)NCc2ccncc2)cc1	-0.8%	i	0.5	14	2	0.3%	5%	-11	534	-3%	1	12%
Cc1ccc(NC(=O)N2CCC(c3ccccc3)C2)cc1C (stereo unspecified)	-2.8%	i	0.2	-8	-6	0.4%	-9%	6	679	3%	1.1	-5%
CCOc1ccc(N(CC(=O)NCC2CCCO2)S(=O)(=O)c2ccc(Cl)cc2)cc1 (stereo unspecified)	3.2%	i	1.1	17	21	0.0%	0%	-4	813	1%	1.1	-3%
Cn1nnnc1SCc1csc(Nc2ccccc2)n1	-2.0%	i	0.5	18	-24	1.3%	5%	x	x	16%	1.1	2%
Cc1oc2nc(SCCCC(=O)NCCO)nc(N)c2c1C	-0.8%	i	0.9	-1	0	0.4%	-5%	x	x	7%	1.1	-2%
CC(C)NC(=O)CN(c1cccc([N+](=O)[O-])c1)S(=O)(=O)c1ccccc1	0.8%	i	0.6	-3	-32	0.1%	-6%	x	x	6%	1	0%
C[C@H](NC(=O)c1ccccc1Cl)C(=O)OCC(=O)N1CC2(C)CC1CC(C)(C)C2 (stereo partly specified)	0.1%	i	0.5	-25	-5	0.0%	14%	-1	687	10%	1	7%
C#CCNC(=O)C1=C[C@H](c2csc3ccccc23)C[C@H](OCc2ccc(CO)cc2)O1	15%	i	1.2	10	3	-0.7%	14%	-41	717	4%	1.1	11%
CCCOC(=O)c1c(NC(=O)c2cnn3c2NC(c2ccccc2)CC3C(F)(F)F)sc2c1CCCC2 (stereo unspecified)	3.1%	i	0.6	13	1	1.0%[50 µM]	11%	0	591	9%	1.1	0%
CCOC(=O)c1sc2ncn(C(C)C(=O)OC)c(=O)c2c1C (stereo unspecified)	0.2%	i	0.8	6	-18	-0.1%	5%	14	761	2%	1.1	9%

In another format: entries from further up
canonical_smiles | CSM14.1 death rescue | Myeloid diff 2 | Myeloid diff 2 GFP+ MAC1+ % | WT yeast gro inh | WT yeast gro inh mutant strain | K1F lysis inhibition | PMI inhibitors | Lipid droplet | Lipid droplet cells 6.5 µM | P. falciparum M1AAP | TNAP activation fold | human PMI inhibitors
Cc1ccc(NC(=O)N2CCC(c3ccccc3)C2)cc1C (stereo unspecified) | -2.8% | i | 0.2 | -8 | -6 | 0.4% | -9% | 6 | 679 | 3% | 1.1 | -5%
CCOc1ccc(N(CC(=O)NCC2CCCO2)S(=O)(=O)c2ccc(Cl)cc2)cc1 (stereo unspecified) | 3.2% | i | 1.1 | 17 | 21 | 0.0% | 0% | -4 | 813 | 1% | 1.1 | -3%
Cn1nnnc1SCc1csc(Nc2ccccc2)n1 | -2.0% | i | 0.5 | 18 | -24 | 1.3% | 5% | x | x | 16% | 1.1 | 2%
Cc1oc2nc(SCCCC(=O)NCCO)nc(N)c2c1C | -0.8% | i | 0.9 | -1 | 0 | 0.4% | -5% | x | x | 7% | 1.1 | -2%
CC(C)NC(=O)CN(c1cccc([N+](=O)[O-])c1)S(=O)(=O)c1ccccc1 | 0.8% | i | 0.6 | -3 | -32 | 0.1% | -6% | x | x | 6% | 1 | 0%
C[C@H](NC(=O)c1ccccc1Cl)C(=O)OCC(=O)N1CC2(C)CC1CC(C)(C)C2 (stereo partly specified) | 0.1% | i | 0.5 | -25 | -5 | 0.0% | 14% | -1 | 687 | 10% | 1 | 7%
C#CCNC(=O)C1=C[C@H](c2csc3ccccc23)C[C@H](OCc2ccc(CO)cc2)O1 | 15% | i | 1.2 | 10 | 3 | -0.7% | 14% | -41 | 717 | 4% | 1.1 | 11%
CCCOC(=O)c1c(NC(=O)c2cnn3c2NC(c2ccccc2)CC3C(F)(F)F)sc2c1CCCC2 (stereo unspecified) | 3.1% | i | 0.6 | 13 | 1 | 1.0%[50 µM] | 11% | 0 | 591 | 9% | 1.1 | 0%
CCOC(=O)c1sc2ncn(C(C)C(=O)OC)c(=O)c2c1C (stereo unspecified) | 0.2% | i | 0.8 | 6 | -18 | -0.1% | 5% | 14 | 761 | 2% | 1.1 | 9%

Remaining list, next part:
SMILES	CSM14.1 death rescue	Myeloid diff 2	Myeloid diff 2 GFP+ MAC1+ %	WT yeast gro inh	WT yeast gro inh mutant strain	K1F lysis inhibition	PMI inhibitors	Lipid droplet	Lipid droplet cells 6.5 µM	P. falciparum M1AAP	TNAP activation fold	human PMI inhibitors
O=C(CSc1nc(O)cc(=O)n1-c1ccccc1)Nc1ccc(Br)cn1	-0.7%	i	0.4	-4	13	0.1%	3%	1	653	7%	1.1	0%
C=C1C2(C(=O)Nc3nccs3)CCC(C2)C1(C)C (stereo unspecified)	-0.4%	i	0.6	17	20	2.7%	-7%	x	x	4%	1.1	-13%
C/C(=N/NC(=O)C1CCCCC1)c1ccc([N+](=O)[O-])cc1	-0.6%	i	0.3	-17	-3	3.6%	2%	-4	741	3%	1.1	-5%
CCC(C)NC(=O)c1ccccc1NC(=O)c1ccc(CSc2ccc(C)cc2)cc1 (stereo unspecified)	-2.5%	i	5.5	9	-9	0.7%	21%	0	693	2%	1.1	21%
O=c1[nH]c(SCc2ccccc2Cl)nc2c1CCCC2	x	i	5.7	-12	-27	0.3%	20%	-7	592	-4%	1	10%
CCN(CC)C(=O)Cn1cnc2c1c(=O)n(C)c(=O)n2C	2.0%	i	1.3	7	0	0.3%	5%	4	754	-3%	1.1	3%
Cc1ccc(S(=O)(=O)N2CCOCC2)cc1NC(=O)CNCc1cccnc1	x	i	0.4	x	x	-0.6%[50 µM]	x	-2	575	-4%	x	x
Cc1cc(Nc2ccc3ccccc3c2)n2ncnc2n1	-1.6%	i	0.6	21	8	0.0%	9%	x	x	2%	1	41%
Cc1cc(=O)[nH]c(N/N=C/c2cccs2)n1	-2.7%	i	0.1	-4	14	0.1%	-39%	-5	701	2%	1	-46%
CCN1C(=O)CC(C(=O)NC)SC1=Nc1cc(Cl)c(O)c(Cl)c1 (stereo unspecified)	1.9%	i	0.9	-7	-18	0.0%	6%	x	x	13%	1.2	8%
O=C(Nc1ccccc1OC(F)F)C1CCCN1C(=O)c1cccs1 (stereo unspecified)	5.2%	i	0.6	14	22	1.6%	-6%	4	629	-2%	1.1	0%
NC(=O)COC(=O)c1oc2ccccc2c1CSc1ccc(Cl)cc1	-2.8%	i	0.5	24	-1	1.4%	20%	-2	723	-1%	1	2%
O=C(CCC(NC(=O)OCc1ccccc1)C(=O)OCc1ccccc1)NCC(=O)OCc1ccccc1 (stereo unspecified)	2.4%	i	0.4	3	-12	0.1%	12%	-8	677	-1%	1	5%
COc1ccccc1NS(=O)(=O)c1cccc(C(=O)N/N=C/c2ccc(NC(C)=O)cc2)c1	-1.5%	i	0.6	14	10	0.1%	2%	5	647	5%	1.2	-7%
O=C(Nc1ccc(N2CCOCC2)cc1)c1cc2c(s1)CCCC2	1.2%	i	0.0	-6	-18	-0.2%	6%	14	687	5%	1.2	13%
O=C(O)CCn1c(SCc2cc(=O)n3ccccc3n2)nc2ccsc2c1=O	3.4%	i	0.1	-3	-1	0.6%	-2%	21	707	4%	1	2%
CCCN(CCC)CCNC(=O)C(NS(=O)(=O)c1ccc2c(c1)CCC(=O)N2)c1ccccc1 (stereo unspecified)	-2.2%	i	0.5	9	20	9.7%	1%	-12	664	1%	1.1	-2%
CCOC(=O)Nc1sc2c(c1C(=O)OCC)CCC2	-3.5%	i	0.6	-3	8	0.0%	22%	-20	674	6%	1.1	14%
CCc1ccccc1NC(=O)CC(O)(C(=O)OC)C(F)(F)F (stereo unspecified)	1.2%	i	5.2	12	2	0.2%	-2%	-4	731	-10%	1	2%

Compounds were not picked by outcome. About 4.6% of those tested had a hit in this group.
